ST2 IL33 inh = blocks human ST2 binding to IL-33; Q01638; AlphaLISA ST2-Fc/biotin-IL-33 interaction, 1 h; inhibition, % for hits at 17 µM; actives 2.3% (n = 78,000); in the data active means inhibition above about 30%; inconclusive means mostly about 10% to 28%
Target sequence (Q01638 whole entry, looked up): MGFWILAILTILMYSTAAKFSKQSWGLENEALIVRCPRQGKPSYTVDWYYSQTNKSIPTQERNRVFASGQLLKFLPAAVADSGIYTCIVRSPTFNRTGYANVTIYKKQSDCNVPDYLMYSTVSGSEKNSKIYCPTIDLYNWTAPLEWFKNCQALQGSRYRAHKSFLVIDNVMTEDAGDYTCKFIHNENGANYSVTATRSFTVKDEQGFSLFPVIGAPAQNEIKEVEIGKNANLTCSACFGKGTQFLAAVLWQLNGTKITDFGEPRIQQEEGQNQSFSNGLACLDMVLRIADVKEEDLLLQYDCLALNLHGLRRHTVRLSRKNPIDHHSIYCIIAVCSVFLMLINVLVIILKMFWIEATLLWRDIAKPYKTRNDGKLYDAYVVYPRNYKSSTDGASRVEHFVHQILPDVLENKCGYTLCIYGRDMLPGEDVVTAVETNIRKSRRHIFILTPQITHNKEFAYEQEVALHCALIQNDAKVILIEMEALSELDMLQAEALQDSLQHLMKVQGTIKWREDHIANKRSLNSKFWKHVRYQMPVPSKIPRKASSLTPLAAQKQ
* = called active by the depositor; i = inactive; u = inconclusive. An excerpt; count on the stated rates, not on these rows.

smiles | ST2 IL33 inh
C=CCOC(=O)C1=C(C)N=C2SCCC(=O)N2C1c1ccc(C(C)C)cc1 (stereo not given) | i
CC(C)c1ccc(NC(=O)[C@@H]2C[C@@H]2c2ccccc2)cc1 | i
Cn1c(=O)n(C)c2cc(CNC(=O)c3ccc4oc(Cc5ccccc5)nc4c3)ccc21 | u
Cn1c(=NC(=O)c2ccc(S(=O)(=O)N3CCCC3)cc2)sc2cc(Cl)ccc21 | i
O=C(c1cnn2ccccc12)N1CCCC(Cn2cc(C3CCCC3)nn2)C1 (stereo not given) | u
CC(=O)Nc1ccc(S(=O)(=O)CCO)cc1 | i
COc1ccc(/C=c2\sc3n(c2=O)CN(c2ccc(C)cc2)CN=3)cc1 | 31%*
COc1ccc(NC(=O)N[C@H]2CO[C@H]3[C@@H]2OC[C@H]3OCC(N)=O)cc1 | i
O=C(Nc1ccc(C(=O)N2CCOCC2)cc1)c1cccc(N=CC(O)CO)c1 (stereo not given) | u
CC(C)(O)C#Cc1ccc(C(=O)N2CCN(c3ccc([N+](=O)[O-])cc3)CC2)o1 | u
C=CCOc1cccc(C(=O)N(C)C2CCCN(Cc3ccccc3F)C2)c1 (stereo not given) | u
O=C(Cn1cccn1)NC1CC(=O)N(Cc2ccc(F)cc2)C1 (stereo not given) | u
CCn1nc(C(C)C)cc1C(=O)N1CC[C@@H](c2sccc2C)[C@H](O)C1 | u
CCN1C(=O)C(O)(CC(=O)c2ccc(OC)cc2OC)c2ccccc21 (stereo not given) | u
CCOc1ccc(S(=O)(=O)Nc2cccc([N+](=O)[O-])c2)c2cccnc12 | i
O=C(NCCN1CCCC(O)C1)c1cc(COc2cccc(C(F)(F)F)c2)on1 (stereo not given) | i
Cc1ccccc1Cn1cc(C(=O)N2CCCN(C3CCCCC3)CC2)nn1 | i
CCOc1cc(/C=C2/NC(=O)NC2=O)cc(Br)c1OC(C)C | u
CCCCCCCCCCCCCCCCCCNC(=O)OCC(COP(=O)([O-])OCC[n+]1ccsc1)OC (stereo not given) | u
O=[N+]([O-])c1ccc(N2CCCC2)cc1NCC1CCCO1 (stereo not given) | 30%*
COc1ccccc1C(=O)Nc1cccc(NC(=O)C2[C@@H]3[C@H]4CC[C@H](C4)[C@H]23)c1 (stereo not given in full) | i
COC(=O)c1ccc(Nc2ncnc3c2cnn3-c2ccccc2)cc1 | i
Cc1n[nH]c(C)c1Sc1ccccc1-n1cnnc1 | u
OCCSc1nc2ccccc2s1 | i
CC1=CC(c2ccccc2)n2c(nc3ccccc32)N1 (stereo not given) | i

Next part (two carried over from the part before).
smiles | ST2 IL33 inh
OCCSc1nc2ccccc2s1 | i
CC1=CC(c2ccccc2)n2c(nc3ccccc32)N1 (stereo not given) | i
CC(C)c1noc(C2CCCN2C(=O)c2coc3c2C(=O)CCC3)n1 (stereo not given) | u
CC1=C(C(=O)Nc2ccc(C)cc2C)C(c2ccc(Cl)cc2)n2nc(C(=O)OC(C)C)nc2N1 (stereo not given) | i
CC(=O)c1ccc(N=Cc2ccc(C=Nc3ccc(C(C)=O)cc3)cc2)cc1 | i
O=C1CSC(c2ccc([N+](=O)[O-])cc2)N1c1cccc(Cl)c1Cl (stereo not given) | u
COC(=O)CCCNC(=O)Cn1cnc2sc(C)c(C)c2c1=O | i
O=C(Nc1ccccc1Br)c1ccc([N+](=O)[O-])cc1 | i
O=C(O)c1ccc(N=Cc2ccc(C=Nc3ccc(C(=O)O)cc3)cc2)cc1 | i
Cc1ccc2c(c1)C(S(=O)(=O)c1ccccc1)c1ccccc1O2 (stereo not given) | i
CCOC(=O)c1cnn(-c2ccccc2)c1NC(=O)C(C)(C)C | i
CCc1nc(-c2nccn2CCCc2cccnc2)c(C)[nH]1 | u
Cc1nc(SCC(=O)NC(C)(C)C)c(C#N)c(C)c1C | i
Cc1nn(Cc2ccccc2)c(C)c1NC(=O)c1cc(-c2ccc3c(c2)OCO3)on1 | i
N=c1n(CCO)c2ccccc2n1Cc1ccccc1F | i
COCCC(=O)NCc1cccnc1N1CCCC(O)C1 (stereo not given) | i
CCOC(=O)c1oc2ccccc2c1NC(=O)COc1ccc(OCC)cc1 | i
Cc1ccc(-c2cn[nH]c2C2CCCN(C(=O)CCn3cnnn3)C2)cc1 (stereo not given) | i
COc1cccc(C2C(N3C(=O)c4ccccc4C3=O)C(=O)N2c2ccc(Cl)cc2)c1 (stereo not given) | u
CCCC(=O)c1c(OC)cc(O)c(CC)c1O | i
Cc1ccc(-c2nc(C#N)c(NCc3ccccc3)o2)cc1 | u
O=C(NC1CC(=O)N(C2CCCCCC2)C1)c1cnccn1 (stereo not given) | i
NC(=O)c1ccc[n+](CC(=O)c2ccc(Cl)c(Cl)c2)c1 | i
COc1ccc(OC)c(NC(=O)c2cc3c(=O)n4cccc(C)c4nc3n2C)c1 | u
CC(C)C1NC(=O)CNC(=O)C2CCCN2C(=O)C(Cc2c[nH]c3ccccc23)NC(=O)CNC(=O)C(C(O)c2ccc(O)cc2)NC(=O)CNC1=O (stereo not given) | i
COc1ccc(NC(=O)c2ccc(CN3CCC[C@@H]3C(N)=O)cc2)cn1 | i
C=CCN1C(=O)CSc2ccc(C(=O)NCCN(C)Cc3ccccc3)cc21 | i

Compounds above containing two or more sulfur atoms, in the order listed:
smiles | ST2 IL33 inh
Cn1c(=NC(=O)c2ccc(S(=O)(=O)N3CCCC3)cc2)sc2cc(Cl)ccc21 | i
OCCSc1nc2ccccc2s1 | i

Next part
smiles | ST2 IL33 inh
COc1ccc(-c2ccc3c(c2)C(=O)N2CC[C@H](NC(=O)NC(C)C)[C@H]2C(=O)N3)c(OC)c1 | u
CC1=C(C(=O)Nc2ccccn2)C(c2cccc(Oc3ccccc3)c2)C2=C(CCCC2=O)N1 (stereo not given) | i
Cc1nc2ccccc2n1C(=O)c1ccccc1Cl | i
COc1ccccc1CN1CC[C@H](c2nnc(C(C)(C)C)o2)C1 | i
CCN(CC)CCn1c(-c2ccccc2)csc1=Nc1ccccc1 | u
O=C(O)CCC(=O)N1N=C(c2cccs2)CC1c1ccccc1Cl (stereo not given) | i
COc1ccc(-c2noc(CN3CCCC(c4ccc(Cl)cc4)C3)n2)c(OC)c1OC (stereo not given) | i
CCCSc1oc(-c2ccco2)nc1S(=O)(=O)c1ccc(F)cc1 | i
CN1CCC(N2CC[C@H](c3nnc(-c4cccnc4)o3)C2)CC1 | u
CN(Cc1n[nH]c2c1CCCCC2)C(=O)c1cc(COc2cccc3cccnc23)on1 | i
COc1cccc(Cn2c(CNC(=O)c3cccc(OC)c3)nc3cccnc32)c1 | i
CCNc1nc(C)c(C(=O)N2CCC3(CC2)C(=O)N(C)c2ccccc23)s1 | i
CCn1ncnc1C1CC(=O)Nc2c1c(-c1ccccn1)nn2C (stereo not given) | i
CCN1C(=O)C=CC1=O | u
CCN(CC(=O)N1CCCc2c1c(=O)oc1ccc(O)cc21)c1cccc(C)c1 | u
O=C(Nc1c[nH]c(=O)[nH]c1=O)c1cccc(F)c1 | i
CCN1CCN(C2=NC(=O)/C(=C/c3ccc(O)cc3)S2)CC1 | i
Cn1cc(C(=O)NCCC2=CCCCC2)c2c3ccccc3n(C)c2c1=O | i
CCCC(=O)Nc1c2c(nn1-c1ccc(C)cc1C)CSC2 | i
CC(=O)C1=C(C)Nc2ncnn2C1c1ccccc1 (stereo not given) | i
CN(Cc1ccccc1)Cc1nc2c(c(=O)n(C)c(=O)n2C)n1Cc1ccc(Cl)cc1Cl | i
Cc1cnccc1CN(C)C(=O)C(C)(C)NC(=O)c1cccs1 | i
O=C(Cn1c(=O)n(-c2ccc(F)cc2)c(=O)c2sccc21)NCCC1=CCCCC1 | u
O=[N+]([O-])c1cccc2c1NC(c1ccc(Br)cc1)C1CC=CC21 (stereo not given) | u
NS(=O)(=O)c1ccc(CCN=CC2=C(O)c3ccccc3C2=O)cc1 | i

Reprinted at random: 6 records from the list, in no set order.
smiles | ST2 IL33 inh
CCCC(=O)Nc1c2c(nn1-c1ccc(C)cc1C)CSC2 | i
O=C(Cn1c(=O)n(-c2ccc(F)cc2)c(=O)c2sccc21)NCCC1=CCCCC1 | u
COc1ccc(-c2ccc3c(c2)C(=O)N2CC[C@H](NC(=O)NC(C)C)[C@H]2C(=O)N3)c(OC)c1 | u
CN(Cc1ccccc1)Cc1nc2c(c(=O)n(C)c(=O)n2C)n1Cc1ccc(Cl)cc1Cl | i
NS(=O)(=O)c1ccc(CCN=CC2=C(O)c3ccccc3C2=O)cc1 | i
CCn1ncnc1C1CC(=O)Nc2c1c(-c1ccccn1)nn2C (stereo not given) | i

Carrying on:
smiles | ST2 IL33 inh
O=C(c1cc(-c2ccc3c(c2)OCO3)on1)N1CCN(c2ccc(F)cc2)CC1 | i
COc1cc([N+](=O)[O-])ccc1NC(=O)c1c(C)nn(-c2ccccc2)c1Cl | i
COc1ccccc1OCCCSC#N | i
COc1ccc(CCCN=C(N)N)cc1Cl | i
COc1ccc(-c2noc([C@@H]3C[C@@H](O)CN3C3CCCCC3)n2)cc1 | u
Cn1c(C(=O)Nc2ccc3c(c2)OCCO3)cc2c(=O)n3ccccc3nc21 | u
NC(=O)COc1ccc(CN2CC[C@@]3(O)CCCC[C@H]3C2)cc1Cl | i
CCc1ccccc1NS(=O)(=O)c1ccc(Cl)cc1 | i
COc1ccccc1CCc1nnc(CCC(=O)N2CCCC2c2ccc(F)cc2)o1 (stereo not given) | i
Cc1ccc(CSC2=NCCN2C(=O)c2cccs2)cc1 | i
CCCCc1nc(-c2nccn2C(C)c2nc(CC)no2)c(Cl)[nH]1 (stereo not given) | i
COc1cccc2c1OCCCN(C(=O)c1cn(C/C=C/c3ccccc3)nn1)C2 | i
Cc1ccccc1-n1nc2c(c1NC(=O)c1ccc(N3C(=O)CCC3=O)cc1)CSC2 | i
COc1ccc(C(=O)Nc2ccc(NC(C)=O)cc2)cc1[N+](=O)[O-] | i
CN(C)c1ccc(C2C3=C(CC(C)(C)CC3=O)Nc3ncnn32)cc1 (stereo not given) | i
CCCCc1nc(N2CCCC2)c(C#N)c2c1COC(C)(C)C2 | i
CCN(CC)C(=O)C[C@@H]1CCNC[C@@H]1Cc1cc(-c2ccccc2)on1 | i
CCC1=C(c2ccc(OC)cc2)S(=O)(=O)N(CC(=O)NCc2ccc(OC(C)C)cc2)C1=O | i
[O-][n+]1onc2c1CCc1nnccc1-2 | i
N#Cc1ccc(Oc2cccc(C(=O)O)c2)cc1 | i
O=C(c1ccc2nc3ccc(Cl)cc3c(=O)n2c1)N1CCN(c2cccc(Cl)c2)CC1 | u
COC(=O)c1ccc2c(c1)nc(N1CC(c3cccnc3)C1)n2C | i
CCOCCCNCc1ccc(OC)cc1 | i
CCCN(CC1CC1)c1nc(C)nc(Nc2c(Cl)cc(Cl)cc2Cl)c1Cl | i
C=CCOc1ccccc1CN(CC)CCN(CC)CC | i
CC(=O)c1ccccc1-c1cccc(C(=O)NC(C)C)c1 | i
Cc1c(NCc2cccnc2)cccc1C(=O)NCc1ccc2nonc2c1 | i
O=C(COc1ccc(Br)cc1)Nc1ccc2c(c1)OCO2 | i
C=CCN(Cc1cnc(-c2cccc(C)c2)nc1)Cc1ccco1 | u
Cc1ccc(C2CC(=O)C3=C(C2)Nc2ccccc2NC3c2cccs2)cc1 (stereo not given) | u
N#CC1=C(N)C(C#N)(C#N)[C@@H](c2ccccc2)[C@@H]2CCCC=C12 | u
O=S(=O)(c1cccc2ccccc12)N1CC(c2cccnc2)C1 | i
Fc1ccccc1OCCOc1cccc2cccnc12 | i
Cc1nc2ccccc2c2c1C(=O)N(c1ccc(Cl)cc1F)C2=O | u
COc1ccccc1-n1cc(C(=O)N2CC(c3cccnc3)C2)cn1 | u
CCN1CCN(C(=O)c2ccc3c(Cl)c4c(nc3c2)CCCC4)CC1 | i
COc1ccc(CNc2ncnc(NCc3ccc(OC)cc3)c2[N+](=O)[O-])cc1 | i
CCOC(=O)N1CCN(Cc2ccc(SC)cc2)CC1 | i
O=S(=O)(Nc1ccccc1)c1ccc(Cl)s1 | i
Cc1cc(C(F)(F)F)nc(SCC(=O)Nc2c(C)n(C)n(-c3ccccc3)c2=O)n1 | u
Cc1ccc2c(c1)C(C[C@H]1CN(C(=O)C3CCCC3)CC[C@H]1CC(=O)O)=NCC2 | i
COc1ccc(CNC(=O)C[C@@H]2CCNC[C@@H]2Cc2cc(-c3ccc(OC)cc3)on2)cc1 | u
CCOC(=O)c1ccc2c(c1)N(Cc1cc(C)ccc1C)C(=O)CS2 | i
O=C(CCCNS(=O)(=O)c1cccs1)NCCc1ccc(Cl)cc1 | i
O=C1NC(=Nc2cccc(O)c2)S/C1=C\c1cccc(O)c1 | u
COc1ccccc1/C=C/C1=NC(=C\c2ccccc2[N+](=O)[O-])/C(=O)O1 | i
O=S(=O)(Nc1ccc(-c2cn3ccccc3n2)cc1)c1ccc(Br)cc1 | i
Cc1noc(C)c1CN(C)Cc1cccn1S(=O)(=O)c1ccccc1 | i
Cc1ccc(SCc2cn3ccsc3n2)cc1 | i
Cc1nc2c(ccc3nc(NC(=O)c4ccc(OC(C)C)cc4)sc32)s1 | i

Additional results:
smiles | ST2 IL33 inh
O=C(Nc1ccc(C(F)(F)F)cc1)C1(S(=O)(=O)c2ccc(Cl)cc2)CC1 | u
O=C1CC(c2cccc(Cl)c2)c2cc(Br)c3ccccc3c2N1 (stereo not given) | i
O=C(COc1ccccc1)N1CCN(c2ccc([N+](=O)[O-])c(NCCc3ccccc3)c2)CC1 | 33%*
COC(=O)c1c(NC(=O)c2ccc(Cl)s2)sc2c1CCN(C(C)C)C2 | u
O=C(O)c1ccc(NC2=CC(=NS(=O)(=O)c3ccccc3)c3ccccc3C2=O)cc1 | 48%*
C=CCN(Cc1cn(C)nc1-c1ccc(C2CCCCC2)cc1)C1CCS(=O)(=O)C1 (stereo not given) | i
Cc1ccc(OCc2cc(=O)n3oc(C)cc3n2)c(NC(=O)c2cccs2)c1 | i
O=C(NCCN1CCOCC1)c1cc(=O)[nH]c2ccc(S(=O)(=O)N3CCCCCC3)cc12 | i

Screening data from PubChem BioAssay.
